Source: PubChem BioAssay (Broad Institute)
C diff HTS – C. difficile growth inhibition; Clostridium difficile clinical isolate growth, OD600, 24 h; hits give low values; growth activity, negative = inhibition, % at 16 µg/mL (by protocol); 86,000 compounds, 0.25% hits; AID 1259249;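 active means mean growth activity at or below -80% and every replicate also at or below -80%; inconclusive means mean at or below -80% but some replicate above -80%; inactive means mean growth activity above -80%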;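 further: 0% = DMSO wells and -100% = levofloxacin 16 µg/mL wells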
KDM4C inh – inhibitors of human demethylase GASC-1 KDM4C; inhibition, % at 12.5 µM; 96,000 compounds, 0.15% hits; Q9H3R0; GST-KDM4C 2-372, H3K9me3 peptide, LANCE TR-FRET;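 active means mean replicate inhibition above about 25%, with at least 55% of replicates also reaching it, limit read from the data, passing the limit was not always enough; inconclusive means only one of those two conditions met; inactive means neither condition met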
Target sequence (Q9H3R0 2-372 limits assumed): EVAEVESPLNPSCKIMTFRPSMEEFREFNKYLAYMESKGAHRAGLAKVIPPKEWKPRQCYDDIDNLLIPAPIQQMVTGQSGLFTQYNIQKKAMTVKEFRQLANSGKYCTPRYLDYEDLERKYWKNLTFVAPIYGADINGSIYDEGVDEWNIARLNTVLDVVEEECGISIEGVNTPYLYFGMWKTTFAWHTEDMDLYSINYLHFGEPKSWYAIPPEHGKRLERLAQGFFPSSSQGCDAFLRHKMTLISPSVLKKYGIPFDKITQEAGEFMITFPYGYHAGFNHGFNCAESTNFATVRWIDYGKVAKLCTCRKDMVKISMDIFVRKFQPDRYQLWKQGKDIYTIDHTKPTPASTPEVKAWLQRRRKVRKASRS
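Test system – GST-tagged GASC-1 (JMJD2C) catalytic fragment, aa 2-372 · Medium – HEPES buffer, pH 7.5, plus ascorbate · Reagent – H3K9me3 peptide with Fe(II)/2OG · Compound – one test concentration per compound · Timing – 30 min reaction, 60 min detection, RT · Technique – TR-FRET with Eu antibody and ULight streptavidin, EDTA stop · Read-out basis – inhibition from TR-FRET ratio decrease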
T cruzi growth – blocks T. cruzi growth in NIH3T3 culture. T. cruzi beta-gal in NIH3T3, GalScreen luminescence, 90 h. inhibition, % at 8.34 µM. 77,000 compounds, 5.9% hits. AID 624255;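 active means mean inhibition above about 93%, with at least 55% of replicates each passing it, limit read from the data, passing the limit was not always enough; inconclusive means only one of those two conditions holds; inactive means neither condition holds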
Pf Dd2 growth – blocks growth of Plasmodium falciparum Dd2 parasites. 94,000 compounds, 2.3% hits. P. falciparum Dd2 growth, SYBR Green, 72 h; hits give low values. AID 1159554. activity change, % at 10 µM; in the data active means activity change below about -80%; inconclusive means no clear call, values can overlap the other calls
Numbers without * were called inactive; ? = inconclusive; nt = no result given; & = joins results of further samples.

SMILES	C diff HTS	KDM4C inh	T cruzi growth	Pf Dd2 growth
CO[C@@H]1CN(C)C(=O)c2ccc(NC(=O)c3ccccc3F)cc2OC[C@@H](C)N(C(=O)c2ccccc2F)C[C@@H]1C	nt	-1.5	-79.9	-30.2
CO[C@@H]1CN(C)C(=O)c2cc(NC(=O)c3ccc(F)cc3)ccc2OC[C@H](C)N(C(=O)c2ccc(F)cc2)C[C@@H]1C	nt	-0.2	-7.9	-64.6
C[C@@H]1CN([C@H](C)CO)C(=O)c2cc(NS(=O)(=O)c3cccs3)ccc2O[C@@H](C)CCCCO[C@@H]1CN(C)C(=O)NC1CCCCC1	13.4	0.1	-1.5	-50.8
O=C(c1ccc2c(c1)OCO2)N1CC[C@@H]2[C@H](CO)Nc3ccc(-c4ccc(F)cc4)cc3[C@@H]21	71.7	-1.1	12.1	-5.3
COCCNC(=O)C[C@H]1C[C@H]2c3cc(NC(=O)C4CCC4)ccc3O[C@H]2[C@H](CO)O1	1.8	1.6	nt	13.0
CN1c2ccc(-c3cccc(C#N)c3)cc2[C@@H]2[C@@H](CCN2S(=O)(=O)c2ccccc2)[C@H]1CO	9.3	0.6	97.0*	-5.1
Cc1noc(C)c1NC(=O)N(C)C[C@H]1OCCCC[C@@H](C)Oc2ccc(NS(=O)(=O)c3cccs3)cc2C(=O)N([C@@H](C)CO)C[C@@H]1C	2.7	0.6	-14.4	-17.7
C[C@@H]1CCCCO[C@H](CN(C)S(=O)(=O)c2ccc(Cl)cc2)[C@@H](C)CN([C@@H](C)CO)C(=O)c2cc(NC(=O)Nc3ccc(C(F)(F)F)cc3)ccc2O1	0.8	3.2	?	-87.9*
C[C@@H]1CN([C@H](C)CO)C(=O)c2cc(NC(=O)Cc3ccccc3)ccc2O[C@@H](C)CCCCO[C@H]1CN(C)C(=O)Nc1ccc2c(c1)OCO2	-1.5	0.0	52.7	-74.2
Cc1ccccc1-c1ccc2c(c1)O[C@@H](CN(C)C(=O)C1CC1)[C@@H](C)CN([C@H](C)CO)S2(=O)=O	4.9	-1.1	nt	-21.2
C[C@H]1CN([C@@H](C)CO)C(=O)c2cc(NC(=O)Cc3ccccc3)ccc2O[C@@H]1CN(C)C(=O)Nc1ccc2c(c1)OCO2	-2.2	0.1	24.2	20.9
CNC[C@@H]1Oc2ccc(NS(=O)(=O)c3ccccc3)cc2C(=O)N([C@H](C)CO)C[C@@H]1C	0.3	0.5	nt	11.5
COc1ccc(NC(=O)N(C)C[C@H]2Oc3ccc(NC(=O)NC4CCCCC4)cc3C(=O)N([C@@H](C)CO)C[C@@H]2C)cc1	-8.1	0.7	-4.8	31.8
N#C[C@H]1N[C@H](CO)[C@@H]1c1ccc(C#CC2CCCCC2)cc1	-2.2	0.2	51.9	-23.2
C[C@H]1CCCCO[C@H](CN(C)C(=O)c2ccccc2)[C@@H](C)CN([C@@H](C)CO)C(=O)c2cc(NC(=O)CCCN(C)C)ccc2O1	-1.0	3.4	-1.8	-18.6
C[C@H](NC(=O)C[C@H]1C[C@H]2c3cc(NC(=O)NC4CCCC4)ccc3O[C@H]2[C@@H](CO)O1)c1ccccc1	nt	0.4	18.5	-2.1
C[C@@H]1CN([C@H](C)CO)C(=O)Cc2cc(NS(=O)(=O)c3ccc(Cl)cc3)ccc2O[C@H]1CN(C)Cc1ccc(Cl)c(Cl)c1	84.1	-3.1	97.1*	10.0
COc1ccc2c3c([nH]c2c1)[C@H](CO)N(Cc1ccccc1)CC31CN(C)C1	7.4	1.2	nt	-45.6
CO[C@@H](CN(C)Cc1cc(F)ccc1F)[C@H](C)CN([C@@H](C)CO)S(=O)(=O)c1ccc(Cl)cc1	nt	-0.5	-39.3	-13.7
COc1ccccc1S(=O)(=O)N(C)C[C@@H]1Oc2cc(C#CCC3CCCC3)ccc2S(=O)(=O)N([C@H](C)CO)C[C@@H]1C	6.6	0.4	nt	-45.0
COC(=O)[C@H]1[C@H](CO)[C@H]2Cn3c(ccc(-c4ccccc4OC)c3=O)[C@H]2N1C(=O)c1cnccn1	3.9	1.9	45.7	nt
C[C@@H]1CCCCO[C@@H](CN(C)C(=O)Nc2ccc3c(c2)OCO3)[C@H](C)CN([C@@H](C)CO)C(=O)c2cc(NC(=O)CCC(F)(F)F)ccc2O1	-2.7	1.1	61.9	-22.7
C[C@H]1CN([C@@H](C)CO)S(=O)(=O)c2ccc(-c3ccc(C#N)cc3)cc2O[C@H]1CN(C)C(=O)CN(C)C	2.6&-1.5	-0.1	5.6&8.4	nt
COC(=O)C[C@H]1CC[C@@H]2[C@@H](COc3ccc(NS(=O)(=O)c4ccc(F)cc4)cc3C(=O)N2C)O1	-7.1	3.4	-11.3	1.2
COc1ccc2c3c([nH]c2c1)[C@H](CO)N(C(=O)NC(C)C)CC31CN(Cc2ccccc2)C1	-11.7	-1.0	nt	-64.6

Part of the list above, with each value named.
> COc1ccccc1S(=O)(=O)N(C)C[C@@H]1Oc2cc(C#CCC3CCCC3)ccc2S(=O)(=O)N([C@H](C)CO)C[C@@H]1C
- C diff HTS: 6.6
- KDM4C inh: 0.4
- T cruzi growth: nt
- Pf Dd2 growth: -45.0
> COC(=O)[C@H]1[C@H](CO)[C@H]2Cn3c(ccc(-c4ccccc4OC)c3=O)[C@H]2N1C(=O)c1cnccn1
- C diff HTS: 3.9
- KDM4C inh: 1.9
- T cruzi growth: 45.7
- Pf Dd2 growth: nt
> C[C@@H]1CCCCO[C@@H](CN(C)C(=O)Nc2ccc3c(c2)OCO3)[C@H](C)CN([C@@H](C)CO)C(=O)c2cc(NC(=O)CCC(F)(F)F)ccc2O1
- C diff HTS: -2.7
- KDM4C inh: 1.1
- T cruzi growth: 61.9
- Pf Dd2 growth: -22.7
> C[C@H]1CN([C@@H](C)CO)S(=O)(=O)c2ccc(-c3ccc(C#N)cc3)cc2O[C@H]1CN(C)C(=O)CN(C)C
- C diff HTS: 2.6&-1.5
- KDM4C inh: -0.1
- T cruzi growth: 5.6&8.4
- Pf Dd2 growth: nt

(further entries)
SMILES	C diff HTS	KDM4C inh	T cruzi growth	Pf Dd2 growth
COc1ccc(NC(=O)N(C)C[C@H]2Oc3c(NS(=O)(=O)c4ccccc4)cccc3C(=O)N([C@@H](C)CO)C[C@@H]2C)cc1	nt	-0.4	-4.7	29.1
CO[C@H]1CN(C)C(=O)c2ccc(NC(=O)NC(C)C)cc2OC[C@H](C)N(C)C[C@@H]1C	-2.9	1.2	nt	2.5
COCC#Cc1ccc([C@H]2[C@@H](CO)N3C(=O)CN(C(=O)c4ccncc4)C[C@H]23)cc1	1.1	0.1	nt	24.5
C[C@@H]1CN([C@H](C)CO)C(=O)Cc2cc(NC(=O)CCN3CCOCC3)ccc2O[C@@H]1CN(C)S(=O)(=O)c1ccccc1	1.2&-3.2	14.2	nt	3.1
O=C(C[C@H]1C=C[C@H](NS(=O)(=O)c2ccc(F)cc2)[C@H](CO)O1)NCc1ccncn1	nt	2.6	3.8	12.5
Cc1noc(C)c1NC(=O)Nc1ccc2c(c1)C(=O)N([C@H](C)CO)C[C@H](C)[C@H](CN(C)C(=O)Nc1ccc(C(F)(F)F)cc1)OCCCC[C@@H](C)O2	2.5	-2.4	50.6	-1.4
C[C@H](CO)N1C[C@H](C)[C@H](CN(C)C(=O)Nc2ccccc2)Oc2ncc(C3=CCCC3)cc2C1=O	1.5	6.5	-268.6	1.5
CO[C@H]1CN(C)C(=O)c2ccc(NC(=O)Nc3ccc4c(c3)OCO4)cc2OC[C@H](C)NC[C@@H]1C	0.7	1.6	nt	16.2
CO[C@H]1CN(C)C(=O)c2cc(NC(=O)CC(F)(F)F)ccc2OC[C@@H](C)N(C(=O)C2CC2)C[C@H]1C	-10.6	0.1	nt	43.5
CN(C)C(=O)c1cccc(-c2ccc(C3[C@H]4CNC[C@@H]3N4Cc3cccc(C(F)(F)F)c3)cc2)c1 (some centres not stated)	0.6&8.4	0.8&0.1	nt	-41.1&-17.0
C[C@@H]1CN([C@@H](C)CO)C(=O)c2cc(NC(=O)CCCN(C)C)ccc2O[C@H]1CN(C)C(=O)Nc1ccc(F)cc1	-3.3	2.7	60.6	6.4
CCCC(=O)Nc1ccc2c(c1)C(=O)N(C)C[C@H](OC)[C@H](C)CN(C(=O)c1ccccc1F)[C@@H](C)CO2	-2.5	0.0	26.9	-30.4
CO[C@@H]1CN(C)C(=O)c2cc(NC(=O)CC(F)(F)F)ccc2OC[C@@H](C)N(CC2CC2)C[C@H]1C	6.5	4.0	nt	25.1
CCCNC(=O)C[C@H]1CC[C@@H]2[C@@H](COc3ccc(NC(=O)c4cc(F)cc(F)c4)cc3C(=O)N2C)O1	-3.2	-2.2	-21.5	6.2
Cc1ccc(S(=O)(=O)N(C)C[C@@H]2OCCCC[C@@H](C)Oc3ccc(NS(=O)(=O)c4ccc(Cl)cc4)cc3C(=O)N([C@H](C)CO)C[C@H]2C)cc1	3.4	-1.2	76.9	-53.7
CC(C)NC(=O)Nc1cccc2c1O[C@H](CN(C)C(=O)Nc1cccc3ccccc13)[C@@H](C)CN([C@H](C)CO)C2=O	-6.1	1.6	11.4	3.4
C[C@@H]1CN([C@H](C)CO)C(=O)Cc2cc(N(C)C)ccc2O[C@@H]1CN(C)Cc1ccc2c(c1)OCO2	nt	0.9	-17.4	30.1
Cc1ccc(S(=O)(=O)N(C)C[C@@H]2Oc3ccc(NC(=O)NC(C)C)cc3C(=O)N([C@H](C)CO)C[C@H]2C)cc1	-0.2	-1.6	-10.2	-13.8
Cc1noc(C)c1NC(=O)N(C)C[C@H]1Oc2cc(C#CCC3CCCC3)ccc2S(=O)(=O)N([C@@H](C)CO)C[C@@H]1C	8.7	-1.1	nt	-22.0
C[C@@H]1CCCCO[C@@H](CN(C)Cc2ccncc2)[C@H](C)CN([C@@H](C)CO)C(=O)c2cc(NS(=O)(=O)c3cn(C)cn3)ccc2O1	-3.2	17.0	-114.2	48.4
O=C(Nc1cccc(F)c1)N1CC(=O)N2[C@H](CO)[C@@H](c3ccc(-c4cccc(F)c4)cc3)[C@H]2C1	-3.7	-0.5	nt	1.9
C[C@@H]1CN([C@H](C)CO)C(=O)Cc2cc(NS(=O)(=O)c3cccs3)ccc2O[C@@H]1CN(C)Cc1ccc(C(=O)Nc2ccccc2N)cc1	8.1	-0.7	nt	-85.6*
Cc1cc(C(=O)Nc2cccc3c2O[C@@H](CN(C)Cc2ccc(Cl)c(Cl)c2)[C@@H](C)CN([C@@H](C)CO)C3=O)n(C)n1	0.4	-0.3	83.5	-7.8
COc1ccc(S(=O)(=O)Nc2ccc3c(c2)[C@H]2C[C@H](CC(=O)O)O[C@@H](CO)[C@H]2O3)cc1	1.5	0.4	6.3	-0.4
COCC(=O)N(C)C[C@H]1Oc2cc(-c3ccc(F)cc3)ccc2S(=O)(=O)N([C@@H](C)CO)C[C@H]1C	-3.4	1.7	21.5	34.9

(list continues)
SMILES	C diff HTS	KDM4C inh	T cruzi growth	Pf Dd2 growth
O=C(NC1CCCCC1)[C@H]1[C@H](CO)[C@H]2Cn3c(ccc(-c4ccccc4)c3=O)[C@@H]1N2	3.2	-1.9	nt	31.5
C[C@@H]1CN([C@@H](C)CO)C(=O)c2cccc(NC(=O)Nc3ccccc3)c2O[C@H]1CN(C)C(=O)Nc1ccc(F)cc1	-1.0	4.5	57.0	-16.2
CC(C)C#Cc1ccc2c(c1)O[C@@H](CN(C)C(=O)c1ccccc1)[C@@H](C)CN([C@H](C)CO)S2(=O)=O	13.0	0.0	68.7	-52.5
CCC(=O)N(C)C[C@H]1[C@@H](c2ccc(C3=CCCCC3)cc2)[C@@H](CO)N1C(C)=O	-0.3	2.0	nt	-3.2
O=C(CC(F)(F)F)N1C[C@H]2[C@@H](c3ccccc31)[C@@H](CO)N2C(=O)Cc1ccccc1	-2.9	2.3	18.4	1.5
O=C(NCCc1ccccc1)[C@H]1[C@H](CO)[C@H]2Cn3c(cccc3=O)[C@@H]1N2C(=O)C1CCCC1	3.6	-0.6	78.9	4.0
COc1ccc2c3c([nH]c2c1)[C@@H](CO)N(CC1CC1)CC31CN(C(=O)c2ccc(F)cc2)C1	-4.7	13.3	nt	-54.8
C[C@@H]1CN([C@H](C)CO)C(=O)c2cccc(NC(=O)C3CC3)c2O[C@H]1CN(C)Cc1ccc2c(c1)OCO2	-2.9	-1.7	16.3	-20.5
C[C@@H]1CN([C@H](C)CO)C(=O)c2cccc(NC(=O)Nc3ccc(F)cc3)c2O[C@H]1CN(C)C(=O)NC1CCCCC1	3.0	-0.4	27.1	-26.3
CO[C@@H](CN(C)Cc1cc(F)ccc1F)[C@@H](C)CN([C@@H](C)CO)S(=O)(=O)c1ccc(Cl)cc1	nt	1.6	47.9	-27.7
C[C@H]1CN([C@@H](C)CO)C(=O)c2c(c3ccccc3n2C)-c2ccccc2CO[C@@H]1CN(C)S(=O)(=O)c1ccccc1F	6.0	-2.3	92.1	-79.8
